High-throughput results as filed in PubChem.
TrxR1 substrate = qHTS Assay for Substrates of Mammalian Selenoprotein Thioredoxin Reductase 1 (TrxR1): qHTS. purified TrxR1 substrate turnover, NADPH consumption readout. Potency, µM (series often up to 114 µM), for the others: at the top dose activity change, negative = substrate turnover. actives 0.01% (n = 390,000); note: potency is the fitted concentration of half-maximal effect; % is set by controls: 0 for no effect and ±100 for the full control effect; nearly all actives have a fitted effect of over 50% in size
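Rat TrxR1, dispensed at 90 nM, was prereduced with 400 uM NADPH (final) for 5 min at ~22 deg C, then incubated with compound 15 min before 400 uM selenite. A first-read NADPH fluorescence drop versus no-compound background flagged substrates.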
Pin1 inh = qHTS Assay to Find Inhibitors of Pin1; Peptidyl-prolyl cis-trans isomerase NIMA-interacting 1 (Homo sapiens), Q13526; Pin1 FP peptide displacement, HiFluor488, 10 min; Potency, µM (doses to about 115 µM), for inactives: at the highest dose activity, negative = inhibition, most hits filed as inhibitors; actives 0.009% (n = 390,000); active = well fitted inhibition curve with a large enough effect in the polarisation, with a control signal flat, not every such curve was filed as active; inconclusive = small, poorly fitted or top-dose-only effect, or effect the other way, or a change in a side signal; inactive = no such curve, though single readings can be large or run the other way; the % refers to the polarisation; note: potency is the fitted concentration of half-maximal effect; % is set by controls: 0 for no effect and ±100 for the full control effect
Target sequence (Q13526 whole entry, looked up): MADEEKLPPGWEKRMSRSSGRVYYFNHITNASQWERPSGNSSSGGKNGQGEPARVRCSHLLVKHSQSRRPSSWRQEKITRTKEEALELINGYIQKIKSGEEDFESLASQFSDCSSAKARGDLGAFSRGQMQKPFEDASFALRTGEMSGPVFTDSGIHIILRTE
TRHR ag = qHTS for Small Molecule Agonists and Allosteric Enhancers of Human TRH Receptor: Primary Screen for Agonists. TRHR cells, calcium flux fluo-8, FDSS agonist mode. Thyrotropin-releasing hormone receptor (Homo sapiens), P34981. actives 0.18% (n = 360,000). activation, % at 2 µM; in the data active = activation above about 30%; note: 0% is about no effect
Target sequence (P34981 whole entry, looked up): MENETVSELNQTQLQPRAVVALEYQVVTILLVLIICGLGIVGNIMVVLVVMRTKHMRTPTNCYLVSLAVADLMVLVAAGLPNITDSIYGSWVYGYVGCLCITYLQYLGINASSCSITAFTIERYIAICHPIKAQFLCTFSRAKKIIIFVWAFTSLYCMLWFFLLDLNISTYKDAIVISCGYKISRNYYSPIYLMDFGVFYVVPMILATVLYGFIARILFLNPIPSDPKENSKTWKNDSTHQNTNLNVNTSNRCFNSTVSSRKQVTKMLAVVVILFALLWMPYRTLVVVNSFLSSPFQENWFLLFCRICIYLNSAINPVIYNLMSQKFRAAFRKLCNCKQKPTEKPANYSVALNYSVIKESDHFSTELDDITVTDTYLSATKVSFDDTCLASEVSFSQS
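Agonist-mode FDSS calcium read (Ex 480/Em 530, 1 s cycles) in 1536-well TRHR cells with fluo-8 dye, after 10-cycle baseline and 23 nL compound addition; TRH at EC20 (10 nM final) added afterwards for the enhancer phase.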
USP1-UAF1 inh = Inhibitors of USP1/UAF1: Primary Screen; Ubiquitin carboxyl-terminal hydrolase 1 (Homo sapiens), O94782; recombinant USP1/UAF1, Ub-Rhodamine cleavage fluorescence; actives 0.23% (n = 390,000); Potency, µM (top dose mostly 57.1 µM), without a hit: top-dose activity change, negative = inhibition, actives largely listed as inhibitors; note: potency is the fitted concentration of half-maximal effect; % is set by controls: 0 for no effect and ±100 for the full control effect; nearly all actives have a fitted effect of over 60% in size; inactives centre near -12
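In this screen, compounds sit with the deubiquitinase complex (1nM) for 15 min at room temperature before Ub-Rho is added at 150nM final. Fluorescence rise is then followed for 6 reads every 60 seconds.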
D2 agonist = HTS Assay for Allosteric Agonists of the Human D2 Dopamine Receptor: Primary Screen for Agonists; D(2) dopamine receptor (Homo sapiens), P14416; HEK293 T-REx D2 cells, calcium flux agonist mode; activation, % at 2 µM; actives 0.53% (n = 340,000);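 active = activation over 3 SD above normal in the single-dose calcium agonist read, cut at about 30% in these data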; note: 0% is about no effect
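Tetracycline-induced HEK293 Trex cells with D2 receptor force-coupled to calcium signaling, plated overnight at 30 C and loaded with no-wash calcium dye. Calcium flux read kinetically for 180 s after compound addition; responses flag agonists.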
TrxR1 inh = qHTS Assay for Inhibitors of Mammalian Selenoprotein Thioredoxin Reductase 1 (TrxR1): qHTS | Thioredoxin reductase 1, cytoplasmic (Rattus norvegicus), O89049 | recombinant rTrxR1, NADPH fluorescence consumption, selenite substrate | Potency, µM (titrated, usually from 114 µM), for the others: top-dose activity change, negative = inhibition, most hits filed as inhibitors | actives 1% (n = 390,000) | AID 588453, 2011; note: potency is the fitted concentration of half-maximal effect; % is set by controls: 0 for no effect and ±100 for the full control effect; nearly all actives have a fitted effect of over 65% in size
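Rat TrxR1 (90 nM in the dispensed reagent) was pre-reduced with 400 uM NADPH for 5 min at room temperature, then incubated with compound for 15 min. After 400 uM selenite was added, NADPH fluorescence (Ex 340/Em 450 nm) was followed for 8 min.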
TRHR enhancer = qHTS for Small Molecule Agonists and Allosteric Enhancers of Human TRH Receptor: Primary Screen for Enhancers. actives 0.66% (n = 360,000). enhancement, % at 2 µM. AID 493056, 2011. TRHR cells, fluo-8 calcium fluorescence, EC20 TRH enhancement. Thyrotropin-releasing hormone receptor (Homo sapiens), P34981; in the data active = enhancement above about 30%; note: 0% is about no effect
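Enhancer read-out: after compound pinning and an initial kinetic agonist-mode read, an EC20 of TRH (10 nM final) was injected and fluo-8 calcium signal (Ex 480/Em 530) followed at 1 s/cycle for 100 cycles in TRHR-expressing cells.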
D2 antagonist = HTS Assay for Allosteric Antagonists of the Human D2 Dopamine Receptor: Primary Screen for Antagonists; AID 485344, 2010; actives 2% (n = 340,000); HEK293 TREx D2 cells, calcium flux, dopamine EC80; inhibition, % at 10 µM; D(2) dopamine receptor (Homo sapiens), P14416; in the data active = inhibition above about 30%; note: 0% is about no effect
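Tetracycline-induced HEK293 T-REx cells expressing D2 force-coupled to calcium signalling were dye-loaded, exposed to compound for 180 s, then challenged with an EC80 of dopamine; calcium flux was followed kinetically for a further 180 s.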
mIDH1 inhibitor = qHTS for Inhibitors of mutant isocitrate dehydrogenase 1 (IDH1): qHTS; Isocitrate dehydrogenase [NADP] cytoplasmic (Homo sapiens), O75874; IDH1-R132H enzyme, NADPH consumption, diaphorase/resazurin fluorescence; Potency, µM (titrated, usually from 76.6 µM), for the others: top-dose activity change, negative = inhibition, usual class: inhibitors; actives 0.093% (n = 390,000); AID 602179, 2012; note: potency is the fitted concentration of half-maximal effect; % is set by controls: 0 for no effect and ±100 for the full control effect; nearly all actives have a fitted effect of over 65% in size
Target sequence (O75874 whole entry R132H, stated change not applied): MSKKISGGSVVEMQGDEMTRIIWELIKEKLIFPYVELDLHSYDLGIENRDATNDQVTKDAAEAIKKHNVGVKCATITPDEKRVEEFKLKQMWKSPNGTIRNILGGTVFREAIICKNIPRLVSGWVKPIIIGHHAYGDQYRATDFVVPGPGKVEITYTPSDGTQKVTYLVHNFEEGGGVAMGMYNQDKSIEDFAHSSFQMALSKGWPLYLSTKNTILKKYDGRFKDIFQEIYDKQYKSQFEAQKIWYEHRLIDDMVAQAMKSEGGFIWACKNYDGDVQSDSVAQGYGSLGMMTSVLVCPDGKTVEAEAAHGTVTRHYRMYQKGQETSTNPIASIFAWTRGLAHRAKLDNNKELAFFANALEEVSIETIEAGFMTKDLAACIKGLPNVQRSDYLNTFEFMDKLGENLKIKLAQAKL
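IDH1-R132H (0.5 ug/mL) preincubated 30 min with compound, then NADPH (0.016 mM) and alpha-KG (2 mM) added; 80 min at RT, pH 7.5. Remaining NADPH coupled via diaphorase/resazurin to fluorescence (540/590 nm); concentration-response curves normalized to no-enzyme control.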
* = called active by the depositor; ? = inconclusive; . = not tested or not shown; & = joins results of further samples; [ ] = remark or other dose. Unless noted, calls come from the whole dose curve; as a rule, active = well fitted inhibition curve with a large enough effect; inconclusive = small, poorly fitted or top-dose-only effect; inactive = no such curve, though single readings can be large or run the other way. This is a subset. The share of hits here may be higher or lower than overall.

SMILES	TrxR1 substrate	Pin1 inh	TRHR ag	USP1-UAF1 inh	D2 agonist	TrxR1 inh	TRHR enhancer	D2 antagonist	mIDH1 inhibitor
Cc1c(C(=O)N(C)C)sc2c1c(=O)n(-c1ccc(F)cc1)c(=O)n2CC(=O)N(C)c1ccccc1	0.4%[57.1 µM]	-7.6%	0.2	-7.8%	0.2	21.3%[57.1 µM]	-2.3	.	1.8%
O=C(Nc1cccc(Cl)c1N1CCCC1)c1ccc(Br)o1	4.1%	8.0%	0.7	-24.0%	-0.2	15.7%	-5.3	10.3	4.4%
CC(=O)Nc1ccc(NC(=O)c2cc(-c3ccccc3)nc3ccccc23)cc1	9.7%	-0.5%	0.1	-8.4%	0.6	20.1%	-3.2	0.7	4.7%
CN(c1ccccc1)S(=O)(=O)c1cccc(C(=O)OCC(=O)Nc2ccc(C(N)=O)cc2)c1	-2.0%[2.29 µM]	0.8%	.	-0.6%	.	2.7%[2.29 µM]	.	.	-3.7%
COCCNC(=O)c1onc(CSc2ccc(F)cc2)c1C(=O)NCCOC	-3.4%	-4.8%	-0.3	-22.3%	-0.2	-1.4%	0.3	15.7	-5.4%
COc1ccccc1N1CCN(C(=O)NCc2ccc(Cl)cc2)CC1	-4.0%	-1.3%	-1.8	2.3%	.	16.3%	-21.7	.	5.5%
Cc1ccc(S(=O)(=O)CCc2nnc(N)s2)cc1	15.9%[57.1 µM]	0.5%	0.2	1.9%	-0.9	28.2%[57.1 µM]	1.1	-12.6	-3.4%
CCCOCC(O)CC(CC)C(=O)NNC(=S)Nc1ccccc1 (stereo unspecified)	-0.5%[57.1 µM]	-1.2%	-0.3	-10.7%	-0.2	-7.0%[57.1 µM]	0.3	-3.3	9.0%
Cc1onc(-c2c(Cl)cccc2Cl)c1C(=O)N1CCc2ccccc21	1.7%	-2.5%	0.4	-10.6%	0.0	24.1%[57.1 µM]	-5.1	-30.1	2.0%
Cc1nnc(SCC(=O)Nc2nccs2)n1N	-9.3%[57.1 µM]	-11.5%	2.4	-1.3%	1.1	7.6%	4.8	-12.1	-3.4%
COc1ccc(-n2c(N)c(C(=O)Nc3c(C)n(C)n(-c4ccccc4)c3=O)c3nc4ccccc4nc32)cc1	1.6%[57.1 µM]	5.1%	-2.7	-6.3%	-1.1	22.5%[57.1 µM]	-11.2	-11.3	1.3%
CCOc1cccc(CNC(=O)c2ccc(N3CCCC3)c(NC(=O)Nc3ccccc3CC)c2)c1	-0.4%[57.1 µM]	-5.0%	0.4	-22.2%	0.8	13.7%[57.1 µM]	-3.3	.	-22.9%
Nc1nnnn1/N=C/c1ccco1	-8.6%	-2.1%	1.2	-5.3%	-1.5	1.5%	-3.1	-8.1	-1.7%
COc1ccccc1CNC(=O)CCNC(=O)C1CCN(S(=O)(=O)c2ccccc2)CC1	6.4%	-1.5%	0.3	-18.6%	0.2	17.1%	-0.4	-7.1	-4.7%
COc1ccc(CCNc2nc(Cl)nc(NC(C)(C)CO)n2)cc1OC	3.3%	-2.1%	0.5	-13.0%	0.2	16.7%	11.6	-0.9	3.8%
CCCCN(C(=O)c1cccc(S(=O)(=O)N(C)c2ccc(C)cc2)c1)c1c(N)n(CC(C)C)c(=O)[nH]c1=O	0.8%	16.2%	.	-18.5%	.	11.9%	.	.	14.5%
Oc1ccc(/C=N/NC(=S)Nc2cccnc2)cc1O	1.6%[57.1 µM]	0.3%	0.4	-5.9%	-0.2	-21.2%[57.1 µM]	4.0	-2.5	2.8%
COC(=O)c1ccc(CN2CCC(CO)(CCOc3ccccc3)CC2)cc1	4.4%	-1.1%	1.3	-25.3%	.	11.2%	13.9	.	1.5%
CCCCCOC(=O)C1[C@H]2C(=O)N(Cc3cccs3)C[C@]23C=C[C@H]1O3 (stereo partly specified)	7.4%[57.1 µM]	1.0%	0.3	0.4%	-0.9	-9.7%	2.0	0.6	4.8%
Nc1ccc2c(c1)[nH]c(=O)c1ccccc12	48.3%[57.1 µM]	6.6%	.	-5.7%	.	38.4%[57.1 µM]	.	.	3.4%
C=CCn1c(SCC(=O)NCC2CCCO2)nc2c([nH]c3ccccc32)c1=O (stereo unspecified)	1.7%	-1.6%	-0.6	-25.1%	-0.2	14.1%	-4.8	-0.2	-9.2%
O=C(O)CC(C(=O)Nc1ccc(F)cc1)C1CCCO1 (stereo unspecified)	4.8%	-3.4%	0.4	-1.5%	-0.7	24.1%	-6.1	-4.7	7.6%
CC(C)C[C@@H](CO)NC(=O)CC[C@H](NC(=O)OC(C)(C)C)C(=O)N(Cc1ccccc1)Cc1ccccc1	0.5%	-3.6%	.	-25.7%	.	2.3%	.	.	7.8%
O=C(NC1CC(=O)N(c2ccc(Cl)cc2)C1)c1ccc(S(=O)(=O)N2CCOCC2)cc1 (stereo unspecified)	-3.9%[57.1 µM]	-2.9%	0.1	-24.8%	.	9.2%[57.1 µM]	-2.0	.	15.3%
Cc1noc(C)c1COc1ccccc1C(=O)N1CCN(S(=O)(=O)c2cccc(Cl)c2)CC1	-14.4%	-1.5%	-0.1	-4.0%	0.0	-11.8%	-0.4	-2.7	-2.1%
COc1ccc(S(=O)(=O)NCc2ccccc2)cc1Br	.	.	-0.4	.	-0.6	.	-0.9	20.0	.
O=C(NC1CCCc2c1cnn2-c1cc(F)cc(F)c1)c1ccncc1 (stereo unspecified)	-2.0%[57.1 µM]	-7.6%	0.9	-3.3%	-1.6	30.0%[57.1 µM]	-4.3	-0.6	9.7%
Cc1ccccc1CN1C(=O)c2ccccc2Sc2ccc(C(=O)O)cc21	-5.6%	-10.3%&-14.6%	0.1&-0.3	-7.9%&-12.5%	-1.0	-2.1%	-6.9&-3.8	.	-1.1%&19.3%
Cn1cccc1CNC(=S)Nc1cc(F)cc(F)c1	-0.6%	-7.8%	-1.7	-0.5%	-1.8	7.4%	15.2	0.1	24.4%
CC12CCCCC1(O)[N+](=O)C1=C(CCCC1)N2[O-] (stereo unspecified)	4.4%[57.1 µM]	-2.3%	1.7	-22.7%	-0.1	-36.5%	-2.7	2.3	-3.1%
CC(=O)N1CCc2cc(C(=O)CN3CCCCC3)ccc21	10.2%[57.1 µM]	?	-0.3	-19.8%	1.0	?	1.0	6.6	0.1%
COc1ccccc1C(=O)Nc1cccc2cccnc12	1.3%	0.5%	-1.5	-23.1%	.	15.3%	-0.5	.	8.3%
O=C(COC(=O)/C=C/c1cccs1)NC1CCCCC1	-12.1%	-3.1%	-0.4	-12.0%	-1.1	-6.3%	5.3	-20.8	-3.9%
CCN(CC)CCCn1c(SCC(=O)NCC2CCCO2)nc2ccccc2c1=O (stereo unspecified)	5.8%	-3.0%	0.6	-14.8%	-0.1	-9.0%	1.1	15.9	-0.2%
Cc1onc(-c2c(Cl)cccc2Cl)c1NC(=O)NN(C)C	-3.9%	2.5%	0.4	-20.8%	-2.8	-1.5%	0.5	-7.6	11.9%
COc1ccc(CN2CCc3c([nH]c4ccccc34)C2)c(OC)c1C	-10.2%	3.1%	0.6	-8.5%	2.5	16.2%[57.1 µM]	6.5	19.2	-1.7%
O=C(COC(=O)Cc1ccc(S(=O)(=O)N2CCOCC2)s1)NCCc1ccccc1	4.1%	29.3%	0.3	?	0.3	-6.0%	-6.1	10.7	5.0%
CCOC(=O)c1cnc2cc3c(cn2c1=O)CCCC3	368.4%[activator]	-17.5%	0.1	-7.9%	-0.3	13.4%	14.3	-3.4	1.5%
Cc1cccc(NC(=O)Nc2ccc3c(c2)N(C)C(=O)CS3)n1	-9.6%	15.7%	0.2	-20.5%	-0.1	-10.9%	6.8	-2.3	-1.6%
CCC1CCCCN1CCNC(=O)C1CCCN(S(=O)(=O)c2cccc3nsnc23)C1 (stereo unspecified)	-11.9%	5.2%	-0.7	-18.1%	0.0	-24.5%	-8.8	5.5	7.5%
Cc1nn(CC(=O)NCCCN2C(C)CCCC2C)c(=O)c2cc3occc3n12 (stereo unspecified)	0.7%	-5.3%	0.6	-19.2%	0.7	-9.8%	-3.4	3.2	-4.6%
O=C(NCCc1ccccc1)c1ccc(Cl)c([N+](=O)[O-])c1	11.2%[57.1 µM]	-12.5%	1.3	-15.9%	.	10.7%	-3.1	.	1.6%
Cc1ccc(N2CC(NC(=O)c3ccc(S(=O)(=O)N4CCOCC4)cc3)CC2=O)cc1 (stereo unspecified)	-0.2%[57.1 µM]	1.0%	-0.3	-1.6%	0.1	2.3%[57.1 µM]	-1.9	.	-1.1%
NC(=O)c1cc(S(=O)(=O)N2CCCCC2)cs1	0.2%&1.1%	0.0%&2.1%	-0.2&0.7	-20.1%&-6.8%	1.3	10.1%&11.3%	-2.4&3.5	.	-6.4%&-9.3%
